Calpain2 inh: calpain II (pig) inhibition; AID 1236; purified calpain II, fluorogenic peptide substrate, 30 min; hit rate 0.37% among 220,000; inhibition, % at 16 µM;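 active = inhibition above about 50%, limit read from the data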
Runt-SMMHC FRET: blocks binding of human RUNX1 Runt domain to CBFb-SMMHC; Cerulean-Runt/Venus-CBFb-SMMHC FRET ratio 530/480, 1 h; hit rate 0.74% among 220,000; Q01196+Q13951; inhibition, % at 20 µM; AID 1434;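 active = mean inhibition across duplicate retests at 20 µM reaching about 50%, limit read from the data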;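 also: 0% = DMSO wells and 100% = wells with excess untagged CBFb-SMMHC; inhibitors lower the FRET ratio by blocking Runt binding to CBFb-SMMHC; some results filed as inactive read as strong as hits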
Furin inhibitor: human furin inhibition. P09958. purified furin, fluorogenic substrate cleavage. inhibition, % at 30 µM. hit rate 0.061% among 220,000; in the data active = inhibition above about 25%; also: inactives centre near -15
TbHK1 inh: blocks Trypanosoma brucei hexokinase 1 activity; recombinant TbHK1, G6PDH-coupled NADH A340; inhibition, % at 10 µM; hit rate 0.11% among 220,000; AID 1430;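 active = inhibition of 50% or more in the single-dose primary screen; inactive = inhibition below 50%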
p97 inhibitor: inhibitors of human p97 ATPase; P55072; recombinant p97 ATPase, Kinase-Glo ATP luminescence, 3 h; hit rate 0.42% among 220,000; inhibition, % at 8 µM; in the data active = inhibition above about 15%;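 also: 0% = DMSO vehicle and 100% = wells lacking enzyme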
Target sequence (P55072 whole entry, looked up): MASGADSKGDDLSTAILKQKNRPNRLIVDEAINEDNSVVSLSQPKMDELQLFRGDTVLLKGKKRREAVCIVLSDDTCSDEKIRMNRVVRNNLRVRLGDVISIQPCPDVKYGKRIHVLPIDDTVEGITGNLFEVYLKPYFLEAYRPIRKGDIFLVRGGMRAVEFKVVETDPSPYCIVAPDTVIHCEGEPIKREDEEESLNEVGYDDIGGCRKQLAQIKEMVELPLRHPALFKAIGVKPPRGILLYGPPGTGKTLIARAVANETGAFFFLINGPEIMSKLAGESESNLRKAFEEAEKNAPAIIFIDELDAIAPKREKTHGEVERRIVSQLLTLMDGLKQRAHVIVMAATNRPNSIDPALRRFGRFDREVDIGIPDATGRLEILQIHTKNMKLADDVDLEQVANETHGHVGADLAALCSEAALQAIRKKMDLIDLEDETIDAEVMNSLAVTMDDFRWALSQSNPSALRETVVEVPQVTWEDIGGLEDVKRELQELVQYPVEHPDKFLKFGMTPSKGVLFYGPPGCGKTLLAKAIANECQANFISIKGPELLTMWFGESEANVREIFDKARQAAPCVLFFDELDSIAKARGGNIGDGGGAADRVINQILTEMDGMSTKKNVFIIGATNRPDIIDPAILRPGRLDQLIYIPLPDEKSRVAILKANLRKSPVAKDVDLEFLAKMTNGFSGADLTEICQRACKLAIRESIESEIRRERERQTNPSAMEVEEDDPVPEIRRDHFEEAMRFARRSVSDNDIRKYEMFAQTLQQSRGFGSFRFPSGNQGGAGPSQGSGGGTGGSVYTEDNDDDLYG
Runt-CBFb FRET: blocks binding of human RUNX1 Runt domain to CBFb; Q01196+Q13951; Cerulean-Runt/Venus-CBFb FRET ratio 530/480, 1 h; inhibition, % at 20 µM; hit rate 0.46% among 220,000;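 active = inhibition over about 50% at 20 µM in the single-dose screen, limit read from the data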;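 also: 0% = DMSO wells and 100% = excess unlabeled CBFb competitor control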
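Doses: 20 µM compound in 1% DMSO | Material: Cerulean-labeled Runt domain protein | Amount: Each fluorescent fusion protein 100 nM | Schedule: Two 1 h room-temperature incubations shielded from light | Measured by: FRET fluorescence | Evaluation: Loss of energy transfer signal | Controls: Unlabeled CBFb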
p47phox inh: p47phox (human) inhibition | P14598 | p47phox/p22phox peptide binding, fluorescence polarization, 2 h | inhibition, % at 24.7 µM | hit rate 0.53% among 220,000;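 active = inhibition above about 30%, limit read from the data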;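 also: 0% = p47phox with labelled peptide and 100% = labelled peptide alone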
RBBP9 inh: human RBBP9 hydrolase inhibition; recombinant RBBP9, FP-Rh probe fluorescence polarization; inhibition, % at 7.94 µM; AID 1515; hit rate 0.2% among 220,000;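 active = inhibition above the campaign mean of all tested compounds plus 3 SD, cut at about 14% in these data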;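 also: plate controls were DMSO wells with RBBP9 for no effect and wells lacking RBBP9 protein for full effect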
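System: RBBP9 protein / Quantity: 2.5 µM RBBP9 dispensing solution, before mixing / Also added: Serine-hydrolase probe FP-Rh, 375 nM pre-mixing / Dosing: 7.94 µM single dose, 0.794% DMSO / Timing: enzyme-compound preincubation 30 min, then probe labeling 45 min, 25 °C / Signal: FP readout at 525/598 nm / Controls: DMSO-treated enzyme wells and wells lacking RBBP9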
EBV gp42 block: blocks Epstein-Barr virus glycoprotein 42 binding; Fluorescence polarization binding assay, mP read-out; inhibition, % (tested at 21.74 µM); hit rate 0.42% among 220,000; in the data active = inhibition above about 50%
Target sequence (Q1HVG2 whole entry, looked up): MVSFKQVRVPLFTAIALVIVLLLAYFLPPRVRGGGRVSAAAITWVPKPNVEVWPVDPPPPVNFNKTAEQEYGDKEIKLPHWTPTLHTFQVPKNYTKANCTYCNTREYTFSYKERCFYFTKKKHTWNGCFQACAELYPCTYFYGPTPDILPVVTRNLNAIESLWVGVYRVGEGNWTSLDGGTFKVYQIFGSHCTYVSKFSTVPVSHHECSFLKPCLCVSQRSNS
An asterisk follows results filed as active; nt = not tested or not shown; [ ] = remark or other dose. Compounds as they come; 2.7% or so of the library scored in one or more.

SMILES	Calpain2 inh	Runt-SMMHC FRET	Furin inhibitor	TbHK1 inh	p97 inhibitor	Runt-CBFb FRET	p47phox inh	RBBP9 inh	EBV gp42 block
CCOc1ncccc1C(=O)Nc1nc(SC)ns1	-4.4	2.9	-23.0	-6.6	2.6	0.7	-8.9	2.8	-11.2
O=C(Cn1nnc(-c2cccs2)n1)OC1CCCCC1	-11.8	0.3	-15.6[20 µM]	4.1	-0.9	-1.1	-15.8	-11.8	-17.3
Cc1oc(-c2ccccc2F)nc1CN1CCC(C(=O)NCc2cccs2)CC1	-17.0	-3.7	-5.7	2.3	-8.0	1.6	3.2	-8.8	-11.8
Cc1cc(C(=O)OC(C(=O)Nc2ccc(C)c(Cl)c2)c2ccccc2)c(C)o1 (stereo not given)	-4.9	10.2	-4.8	1.7	2.7	64.6*	-85.8	-12.8	-24.9
O=c1c2c(-c3ccccc3)csc2nc2n1CCC2	6.2	11.7	-10.0[20 µM]	3.4	-0.5	10.4	-13.2	0.2	-17.4
C[C@]12CC[C@@H]3c4ccc(O)cc4C(=O)C[C@H]3[C@@H]1CC[C@@H]2O	13.2	-5.1	nt	nt	10.8	1.0	4.7	2.9	-19.8
O=C(C(=O)N1CCOCC1)c1cn(CCOc2ccccc2)c2ccccc12	14.3	-10.2	-25.3	-8.5	-3.5	0.4	-7.4	-1.8	-0.5
COc1ccc(-n2nnc3c(=O)n(CC(=O)Nc4cc(C)on4)cnc32)cc1OC	-28.8	-1.2	-31.4	-4.0	-1.7	-1.2	-4.5	-5.3	-7.1
O=C(CSc1nnnn1-c1ccccc1)Nc1ccc(N2CCOCC2)cc1	23.3	2.4	-11.6	7.1	-4.3	-0.3	-6.8	-3.3	2.5
C#Cc1ccc([C@@H]2C=C(C(=O)N3CCOCC3)O[C@H](OCCCCO)C2)cc1	-25.8	-0.5	-19.8	-3.4	0.0	1.3	nt	-0.2	1.7
O=C(O)CCCN1C(=O)c2ccc(Oc3cccc([N+](=O)[O-])c3)cc2C1=O	9.3	3.5	-3.0	0.6	3.0	0.6	-3.6	-9.9	3.6
Cc1ccc(NC(=O)CC2C(=O)NC3CCCCC3N2C(=O)c2ccc(F)cc2)cc1C (stereo not given)	10.6	-7.0	-21.0[20 µM]	4.8	-2.8	-3.1	-3.6	0.9	0.3
CC(OCc1ccccc1)C(NC(=O)OC(C)(C)C)C(=O)NCC1CCCO1 (stereo not given)	2.8	-1.0	-5.8	-2.7	-4.7	-0.9	-0.6	2.6	-23.6
CCn1c(SCC(=O)Nc2ccc(C)cc2)nnc1-c1ccc(O)cc1	33.5	3.9	-16.8[20 µM]	-2.2	-7.0	-3.8	6.2	-1.7	-3.6
CCOC(=O)C(=CNc1cc(OC)ccc1-n1cccc1)C(=O)OCC	-5.3	-1.2	-22.9	-36.0	-6.1	-4.5	4.7	-8.5	-5.3
COc1cc(NC(=O)c2ccccc2NS(=O)(=O)c2ccc(Cl)s2)cc(OC)c1	-32.1	-4.1	-12.2	16.9	12.3	-4.4	-33.6	-4.5	-22.2
CNC(=S)Nc1ccc2nc(C)oc2c1	19.9	2.6	-20.3	1.6	5.4	1.9	-2.2	1.3	2.1
CC(C)CNC(=S)NNC(=O)CC(C)O (stereo not given)	-22.0	-40.7	-18.5	-2.5	1.4	-0.8	1.7	3.0	4.3
Cc1onc(-c2ccccc2)c1C(=O)N1CCC(C)CC1	23.7	0.4	-21.2[20 µM]	0.1	0.0	-4.1	-6.9	-6.6	-18.3
CC(NC(=O)c1ccco1)C(c1cccs1)N1CCN(c2ccccc2)CC1 (stereo not given)	-34.0	2.2	-18.1	-12.0	-4.6	2.9	-7.1	-7.8	-8.3
O/N=C/c1ccnc(SCc2ccccc2)n1	6.7	0.8	-32.9	-8.7	3.2	-1.4	-11.1	-6.3	-8.8
CCOC(=O)C1=C(c2ccccc2)Nc2ncnn2C1c1cc(OC)cc(OC)c1OC (stereo not given)	-3.4	4.0	-21.3	-5.5	-1.7	-0.4	-1.3	-5.5	-26.3
Cc1cc(C)c(C#N)c(N2CCCC(C(N)=O)C2)n1 (stereo not given)	-154.2	2.6	-18.4	-4.8	5.5	-1.8	-9.8	9.2	-3.8
NC1(N)OC(CN2C(=O)c3ccccc3C2=O)CS1 (stereo not given)	-7.1	-0.6	-26.6	-4.7	0.7	4.4	-6.1	-8.0	4.6
COc1ccc(-n2c(COc3cccc4cccnc34)nnc2SCC(=O)O)cc1	11.8	-3.7	-19.9	-6.9	2.0	1.7	3.4	-7.2	3.2

Next section; it opens with the 2 that closed the last part.
SMILES	Calpain2 inh	Runt-SMMHC FRET	Furin inhibitor	TbHK1 inh	p97 inhibitor	Runt-CBFb FRET	p47phox inh	RBBP9 inh	EBV gp42 block
NC1(N)OC(CN2C(=O)c3ccccc3C2=O)CS1 (stereo not given)	-7.1	-0.6	-26.6	-4.7	0.7	4.4	-6.1	-8.0	4.6
COc1ccc(-n2c(COc3cccc4cccnc34)nnc2SCC(=O)O)cc1	11.8	-3.7	-19.9	-6.9	2.0	1.7	3.4	-7.2	3.2
CCOc1ccc(CCNC(=O)c2cccc(C#N)c2)cc1OCC	-9.4	-4.3	-13.6	-1.2	1.1	0.5	2.3	-9.9	-8.9
CC1(C)[C@H]2CC[C@]1(C)[C@@H](OC(=O)C[N+]1(C)CCOCC1)C2	-14.9	2.4	-8.1	-6.2	6.2	-2.6	3.6	-5.1	-5.1
Cc1cc(OCC(F)(F)C(F)(F)C(F)(F)C(F)(F)C(F)(F)C(F)F)nc(N)n1	-33.1	-9.2	-15.3[20 µM]	-2.8	1.2	-9.3	-3.5	-5.3	4.0
Cn1c(=O)cc(OCCCC(=O)Nc2ccccn2)c2ccccc21	17.2	-1.1	-8.6	-4.9	1.8	-1.8	3.4	-5.1	-10.5
COc1ccc(CC(=O)Nc2cccc(C(=O)O)c2C)cc1	8.8	-1.4	-7.4[20 µM]	1.8	3.6	-0.6	-17.8	-0.5	-24.6
CC(C)c1ccc(-c2nn[nH]n2)cc1	7.6	-1.6	-16.9	27.6	0.0	-0.8	-5.7	1.7	-32.7
CC1(C(=O)N(CC(=O)NC2CCCC2)C2CCCC2)CC(=O)N=C2C=CC=CN21 (stereo not given)	-214.0	-3.4	-24.3	-50.9	0.5	-2.1	3.7	-13.6	1.7
Cc1ccc2c(c1)c(=O)c1c3n2CCN(C(=O)CCl)C3CC1 (stereo not given)	-16.6	-15.8	-8.5[20 µM]	-24.2	6.6	1.3	2.2	2.9	-4.0
COc1ccc(C2=NOC(CNC(N)=S)C2)cc1 (stereo not given)	-16.8	3.8	-15.9	5.7	-0.1	1.6	-2.9	-7.5	-16.4
COc1ccccc1N(C(=O)CNS(=O)(=O)c1ccccc1)C(C(=O)NCc1ccco1)C(C)C (stereo not given)	3.1	-8.0	-16.4	5.5	0.8	-2.9	-5.1	-5.2	-5.2
C/C(=N\NC(=O)c1ccccn1)C12CC3CC(CC(C3)C1)C2	13.0	0.0	-16.0[20 µM]	2.4	1.2	nt	-5.3	0.3	-2.6
CCOc1ccc(NC(=O)C2=C(C)NC(=S)NC2c2ccc(O)c(OC)c2)cc1 (stereo not given)	5.7	1.1	-17.8	-5.8	1.6	-2.0	-0.8	-3.5	2.7
COc1ccc(CNc2nc3nc(C)c(Cl)c(C)n3n2)cc1OC	nt	nt	-11.4[20 µM]	-27.5	2.5	nt	nt	1.9	nt
CC(NC(=O)NCC1CCCO1)(C(F)(F)F)C(F)(F)F (stereo not given)	-9.6	0.5	-9.3[20 µM]	0.2	1.4	-5.3	13.5	-8.3	-15.6
Cn1c(=O)cc(SCC(=O)NCCCN2CCN(c3ccccc3F)CC2)c2ccccc21	7.2	2.6	7.2	-14.4	-8.3	-1.9	-4.3	-3.8	-7.7
CC1CC(C)CN(C(=O)CSc2nnc(-c3ccc(F)cc3)o2)C1 (stereo not given)	18.3	-2.1	-31.5	0.7	0.6	1.8	0.5	3.9	-17.4
O=C(CCCNC(=O)/C(=C\c1ccc(F)cc1)NC(=O)c1ccccc1)OCc1ccccc1	-3.7	2.5	-19.3	-3.5	-1.3	1.0	-6.9	-3.0	-3.3
COc1cc(NC(=O)/C=C/c2ccccc2[N+](=O)[O-])cc(OC)c1	3.4	-1.6	-18.2	-8.2	2.9	1.5	-17.0	-6.5	-7.8
CCn1ncc(/C=N/NS(=O)(=O)c2ccc(Cl)cc2)c1C	21.7	-1.5	-6.1[20 µM]	-3.1	-5.9	0.3	-9.2	-6.9	-1.0
CSc1nc(Cl)cc(N(CCO)CCO)n1	19.6	3.5	-2.4[20 µM]	5.3	-1.6	0.0	-1.9	-2.6	-2.2
O=c1c2c([N+](=O)[O-])cc([N+](=O)[O-])cc2sn1-c1ccc(Br)cc1	-7.4	52.4	-13.2	92.0*	2.1	-33.3	73.9*	16.7*	-9.2
CCOC(=O)c1c(C)sc2c1N(C(=O)CCl)c1cc(Cl)ccc1S2	7.7	-0.4	-17.9[20 µM]	-2.0	13.5	-0.5	-6.6	-9.2	-18.4
Cc1c(C#N)c(NC(=O)c2ccccc2)n(Cc2ccccc2)c1C	-13.8	1.7	-19.3[20 µM]	4.6	-3.0	-2.3	-14.5	-10.4	-2.2
COc1ccc2oc(=O)c(-c3ccccc3C(=O)N3CCOCC3)cc2c1	-231.4	4.1	-13.2	-3.0	-4.2	-0.5	-3.9	-9.5	37.2
Cc1cc(=O)oc2cc(OCC(=O)OCC(=O)Nc3c(C)n(C)n(-c4ccccc4)c3=O)ccc12	-230.4	-59.0	-35.6	-12.5	5.5	3.2	25.4	-1.4	-7.7

An excerpt of these results, with values ahead of the structure:
Calpain2 inh	Runt-SMMHC FRET	Furin inhibitor	TbHK1 inh	p97 inhibitor	Runt-CBFb FRET	p47phox inh	RBBP9 inh	EBV gp42 block	mol
8.8	-1.4	-7.4[20 µM]	1.8	3.6	-0.6	-17.8	-0.5	-24.6	COc1ccc(CC(=O)Nc2cccc(C(=O)O)c2C)cc1
7.6	-1.6	-16.9	27.6	0.0	-0.8	-5.7	1.7	-32.7	CC(C)c1ccc(-c2nn[nH]n2)cc1

Next part:
SMILES	Calpain2 inh	Runt-SMMHC FRET	Furin inhibitor	TbHK1 inh	p97 inhibitor	Runt-CBFb FRET	p47phox inh	RBBP9 inh	EBV gp42 block
Cc1cccc(Cl)c1NC(=S)N1CCN(c2ccc([N+](=O)[O-])cn2)CC1	2.3	-5.1	-18.9	-9.8	9.7	4.3	-7.1	-3.9	-8.1
CCOc1ccc2[nH]c(=O)c(CN(Cc3ccco3)C(=O)c3ccc(Br)cc3)cc2c1	-21.0	8.3	-18.2	1.6	-4.0	4.0	-8.7	-1.4	-7.3
O=C(Nc1cccc(Cl)c1)Nc1sccc1-c1nc2ccccc2s1	-89.7	2.1	-17.6	-28.0	2.5	4.8	-119.3	14.7*	-19.1
O=C(CS(=O)c1ccccc1[N+](=O)[O-])Oc1ccc(Br)cc1 (stereo not given)	15.2	-3.9	-17.0	1.2	1.7	0.2	24.7	-5.4	17.5
COc1ccccc1OCCNC(=O)c1cc(F)c(F)cc1Cl	9.3	2.3	-21.4	-4.5	0.7	0.5	-5.5	-3.4	-19.1
CCOC(=O)N1CCN(C(=O)CSCC(=O)Nc2nc(-c3cccs3)cs2)CC1	-8.8	3.1	-18.1[20 µM]	5.4	0.6	-3.5	-16.1	-1.0	-14.3
O=C(O)CCn1cc(/C=C2/NC(=S)N(c3ccccc3)C2=O)c(-c2ccccc2)n1	1.2	17.8	-13.6	-11.8	3.1	7.3	-18.2	-3.2	-11.7
